# MITF act: activators of MITF-driven TRPM1 promoter reporter, primary screen, cell-based, SK-MEL-5, luciferase, single point; SK-MEL-5 TRPM1-promoter luciferase, 24 h; % of positive control, neutral wells = 0; activation, % at 12.5 µM; AID 588334, 2011; actives 0.75% (n = 300,000);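 active = mean activation of at least 80% with every replicate also reaching 80%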;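 note: 0% = neutral control wells and 100% = parthenolide positive control wells; values of inactives mirror those of a sister screen read the other way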
# CAL PDZ FP-1: untagged CAL PDZ binding inhibitors, primary screen, biochemical, fluorescence polarization, HTS; Golgi-associated PDZ and coiled-coil motif-containing protein (Homo sapiens), Q9HD26; purified CAL PDZ, TMR-peptide fluorescence polarization, 1 h; inhibition, % at 24.9 µM; actives 0.92% (n = 300,000); AID 602252, 2012;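 active = mean inhibition of at least 30% with at least half of replicates also reaching 30%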;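 note: 0% = DMSO neutral control and 100% = excess unlabeled competitor peptide PRC23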
# SR-BI uptake up: activators of SR-BI mediated DiI-HDL uptake, primary screen, ldlA[mSR-BI] CHO cells, DiI fluorescence; actives 0.096% (n = 320,000); 3 h; 100 = double the neutral-control signal; AID 504775, 2011; activation, % at 12.5 µM;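 active = mean replicate activation of at least 60% and every replicate at or above 60%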;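 note: 0% = median plate neutral-control signal and 100% = twice that signal; values of inactives mirror those of a sister screen read the other way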
#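 system = CHO ldlA[mSR-BI] cells, LDL receptor-null, SR-BI overexpressing | medium = Ham's F12 with 0.5% BSA, HEPES 25 mM, pH 7.4 | probe or stimulus = DiI-HDL 10 µg/mL | compound dosing = single-point compound dose | incubation = compound exposure 3 h, 37 °C | technique = DiI fluorescence, bottom read | read-out = cell-associated DiI fluorescence as measure of HDL uptake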
# Tat export inh: E. coli Tat export inhibitors, primary screen, MC4100, TorA-mCherry reporter, fluorescence, single point. actives 0.036% (n = 340,000). inhibition, % at 10 µM;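 active = mean replicate inhibition at least 50% and at least half of replicates individually reaching 50%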;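 note: exported cargo escapes ClpAP degradation while cytoplasmic cargo is degraded and loses fluorescence; 0% = median of neutral control wells and 100% = median of NaSCN control wells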
# AddAB inh: growth inhibition of E. coli expressing H. pylori AddAB, primary screen, AddAB inhibitor project, absorbance. actives 0.29% (n = 330,000). inhibition, % at 11.9 µM. AID 435030, 2010; in the data active = inhibition above about 12%;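 note: 0% = vehicle wells of infected cells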
# Wnt bcat act: Wnt/beta-catenin pathway activators, primary screen, cell-based, plate reader, single point; Wnt/beta-catenin reporter cell assay, activator; activation, % at 9.35 µM; actives 1.2% (n = 300,000); AID 743398, 2014; in the data active = activation above about 30%, passing the limit was not always enough;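 note: 0% = neutral control wells and 100% = positive control wells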
# SR-BI HDL uptake: inhibitors of SR-BI mediated HDL lipid uptake, primary screen, ldlA[mSR-BI] cells, fluorescence, single point | Scavenger receptor class B member 1 (Mus musculus), Q61009 | ldlA[mSR-BI] CHO cells, DiI-HDL uptake fluorescence, 3 h | inhibition, % at 12.5 µM | actives 0.96% (n = 320,000) | AID 488896, 2010;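 active = mean replicate inhibition of at least 70% and a set share of replicates each scoring 70 or more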;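 note: 0% = median of neutral control wells and 100% = median of positive control wells; values of inactives mirror those of a sister screen read the other way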
# Target sequence (Q61009 whole entry, looked up): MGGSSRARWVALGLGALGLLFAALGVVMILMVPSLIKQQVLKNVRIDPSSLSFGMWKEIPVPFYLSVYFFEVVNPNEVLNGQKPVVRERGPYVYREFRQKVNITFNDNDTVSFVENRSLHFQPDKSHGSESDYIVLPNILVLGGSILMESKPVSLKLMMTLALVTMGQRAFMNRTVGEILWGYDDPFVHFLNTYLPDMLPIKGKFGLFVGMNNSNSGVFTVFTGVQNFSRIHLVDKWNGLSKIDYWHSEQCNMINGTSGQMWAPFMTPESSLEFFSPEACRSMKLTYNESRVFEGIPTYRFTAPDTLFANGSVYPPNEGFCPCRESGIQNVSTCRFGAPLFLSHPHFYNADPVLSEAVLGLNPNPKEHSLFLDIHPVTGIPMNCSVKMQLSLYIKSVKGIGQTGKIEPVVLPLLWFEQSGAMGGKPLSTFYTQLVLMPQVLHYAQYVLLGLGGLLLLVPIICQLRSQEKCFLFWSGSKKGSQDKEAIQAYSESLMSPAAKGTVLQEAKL
# CAL PDZ FP-2: CAL PDZ peptide-binding inhibitors, primary screen, biochemical, fluorescence polarization, Cer-tagged CAL PDZ, HTS; Golgi-associated PDZ and coiled-coil motif-containing protein (Homo sapiens), Q9HD26; purified CAL PDZ, TMR-peptide fluorescence polarization, 1 h; inhibition, % at 20 µM; actives 0.02% (n = 330,000); AID 504414, 2011;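 active = highest replicate inhibition of at least 40%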;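 note: plate controls were DMSO neutral control wells for no effect and unlabeled competitor peptide control wells for full effect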
#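 System: purified tagged CAL PDZ domain construct (CerCALP). Schedule: 1 h incubation at room temperature before polarization reading. Medium: 25 mM sodium phosphate pH 7.4, 150 mM NaCl, TCEP, IgG, Thesit. Read-out: percent inhibition from loss of millipolarization. Measured by: FP readout, S and P plane fluorescence. Probe or stimulus: fluorescent TMR peptide probe.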
# E coli growth: E. coli V3065 growth inhibition, primary screen, counter-screen for AddAB inhibitor project, absorbance, OD600 | 18 h | inhibition, % at 11.9 µM | actives 0.27% (n = 330,000) | AID 449728, 2010;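 active = inhibition above the campaign's mean inhibition across all tested compounds plus 3 SD, cut at about 9.9% in these data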;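 note: uninfected addAB+ strain grown without phage in ampicillin broth; 0% = DMSO wells and 100% = ciprofloxacin 0.95 µg/ml wells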
# phage Ecoli inh: growth loss of phage-infected E. coli, primary screen, RecBCD inhibitor project, absorbance, with phage, HTS | inhibition, % at 11.9 µM | actives 0.26% (n = 360,000); in the data active = inhibition above about 11%
# Active calls of the source: *; / = no result given; & = joins results of further samples. Compounds were not picked by outcome, and some 3.6% of all compounds hit somewhere here.
SMILES,MITF act,CAL PDZ FP-1,SR-BI uptake up,Tat export inh,AddAB inh,Wnt bcat act,SR-BI HDL uptake,CAL PDZ FP-2,E coli growth,phage Ecoli inh
CCC(C)c1ccc(OCC(=O)O)cc1 (centres undefined),/,-5.2,14.1,3.9,0.6,-0.9,-14.1,-0.5,0.2,2.9
O=C(CSc1n[nH]c(-c2cccs2)n1)N1CCCc2ccccc21,3.6,/,11.9,-1.7,1.4,/,-11.9,-0.4,0.3,0.2
COc1ccc(CCNC(=O)Nc2cccc([N+](=O)[O-])c2)cc1,21.0,2.7,-17.6,5.8,0.8,1.1,17.6,0.1,0.3,-1.8
COc1ccc(-c2nnn(CC(=O)N(C3CCCC3)C(C)C(=O)NC3CCCC3)n2)cc1OC (centres undefined),/,-5.2,-52.4,-5.3,0.0,/,52.4,-5.7,-1.6,1.2
Cc1cc(OCC(=O)NC(Cc2ccc(Cl)cc2)C(=O)O)c2c(C)c(C)c(=O)oc2c1 (centres undefined),2.1,-1.9,4.1,4.9,7.0,-2.6,-4.1,-0.1,2.5,4.2
CC(C)NC(=O)NC(=O)COC(=O)c1cccc(OC(F)F)c1,/,/,5.0,-4.8,3.9,-0.4,-5.0,-0.2,1.7,3.5
O=C(O)[C@H]1CC=C[C@H]2CCN(Cc3ccc(Cl)c(Cl)c3)C(=O)[C@@H]12,-2.6,-2.8,4.0,-3.2,-0.1,-0.9,-4.0,-0.6,-0.5,0.0
Cn1c2c(c3ccccc31)CCN=C2c1ccccc1,-9.5,-0.1,5.3,18.4,3.9,2.0,-5.3,-1.0,-0.9,5.3
O=C(Oc1ccc2c(=O)c(Cl)coc2c1)c1cccnc1,2.0,-2.1,20.5,-0.3,0.8,-5.0,-20.5,-0.1,2.5,4.0
CNC(=S)Nc1cccc(C(C)=O)c1,17.4,-0.7,/,0.3,0.5,15.9,/,-1.8,1.2,0.3
COc1ccc(Cn2c(=O)[nH]c3cc(C(=O)Nc4ccccc4C)ccc32)cc1,/,-6.6,-27.6,1.2,1.7,3.8,27.6,-2.9,-0.9,0.4
Cc1ccc(N2CCN(/N=C/c3ccccc3)CC2)cc1,17.6,16.5,-10.6,-3.3,-0.7,-0.4,10.6,-0.4,-1.9,0.2
CCOC(=O)N1CCN(S(=O)(=O)c2ccc(C)c(C(=O)NC3CCCCC3)c2)CC1,9.9,-4.0,-1.8,-5.8,0.7,-1.1,1.8,-2.0,0.6,3.5
CCCN(CC(=O)Nc1ccccc1C)C(=O)/C=C/c1ccc(S(=O)(=O)N2CCCCCC2)cc1,-17.0,-1.8,-56.7,10.6,2.8,-0.1,56.7,-2.2,3.0,1.0
CCOc1ccc(N2C(=O)CS/C2=N/NC(=O)COc2ccc3ccccc3c2)cc1,-1.6,0.2,-30.7,-14.8,2.6,-3.4,30.7,-0.7,-1.6,0.0
CC1(C2CCC3C4CCC5CC6(CCC5(C)C4C(=O)CC32C)OCCO6)OCCO1 (centres undefined),-10.2,-3.7,1.1,3.6,/,-1.4,-1.1,-3.0,/,1.3
O=C1NC(=O)C(=Cc2ccco2)S1,1.4,-0.7,29.0,-10.2,/,-2.3,-29.0,0.0,/,0.1
O=C(Nc1ccc(-c2csc(Nc3cccc(C(F)(F)F)c3)n2)cc1)c1ccccc1,-16.6,2.7,-97.2,14.3,-0.5,-9.4,97.2*,-0.1,-1.6,3.0
Clc1ccc(-c2nc3ncccn3c2Cl)cc1,9.6,2.3,1.8,6.0,1.5,/,-1.8,-3.4,-1.2,/
Cc1ccc(C(=O)Nc2ccc3c(c2)CCC3)cc1,-19.3,-5.3,-44.8,-6.2,0.6,-0.1,44.8,-0.8,0.9,5.0
NCCCC[C@H]1CNC(=S)N1CCc1cccc(F)c1,5.0,-1.7,-10.7,1.6,3.1,0.3,10.7,-0.1,1.0,3.0
CCOc1cc(C(=O)OCC(=O)Nc2cc(C)on2)ccc1OCC(C)C,6.6,-3.3,13.4,12.4,3.1,-2.0,-13.4,-2.5,0.3,1.8
CCOc1cccc2sc(N(CCN(C)C)C(=O)/C=C/c3cccs3)nc12,-10.0,/,-41.1,9.6,0.0,/,41.1,-2.0,-1.4,/
COc1cc(C(=O)NCC(c2ccccc2)N(C)C)ccc1OCC(=O)N1CCOCC1 (centres undefined),-14.3,-1.7,8.2,-0.6,-0.1,1.2,-8.2,-0.4,-0.2,3.7
Cn1cc([N+](=O)[O-])c(C(=O)N/N=C/c2cc3c(cc2Br)OCO3)n1,-3.7,-4.8,-28.7,17.3,-0.6,-1.7,28.7,-2.4,-0.2,3.6
Cc1nn(C)cc1C(=O)Nc1ccccc1Br,18.1,-2.9,18.4,-4.0,3.8,3.5,-18.4,-1.9,-2.5,2.1
COc1cc([C@H]2[C@@H]3CCCC[C@]3(O)CCN2CC(=O)Nc2ccc(C)cc2C)ccc1O,-12.4,3.9,-8.2,-2.1,3.4,2.8,8.2,-1.6,0.8,2.1
CN(C)c1ccc(C(C(=O)NCC2CCCO2)N(C(=O)c2snc(C(N)=O)c2N)c2ccc3c(c2)OCO3)cc1 (centres undefined),2.7,-1.8,19.1,6.1,2.7,2.5,-19.1,-1.5,0.2,1.3
O=C(NCCNC1CCC(c2ccccc2)CC1)c1cccs1 (centres undefined),5.5,-2.2,-6.1,-2.4,2.9,-0.5,6.1,-3.1,-0.4,0.0
COc1ccc(N(C)S(=O)(=O)c2cccc3nsnc23)cc1,3.3,1.7,-2.6,-1.6,0.5,-4.8,2.6,-0.5,0.2,4.0
C=CC[C@H](CC(=O)OC(C)(C)C)C(=O)OC[C@@H]1CCCN1C(=O)[C@@H](CC=C)CC(=O)NCCO,5.9,1.2,10.1,1.5,3.6,1.4,-10.1,-0.4,0.1,-0.3
COc1cc2cc(CCO)oc(=O)c2cc1OC,12.0,0.0,12.2,-1.3,2.6,-0.4,-12.2,0.0,0.1,0.4
COc1ccc(OC2CCN(S(=O)(=O)c3ccc(OC)c(OC)c3)CC2)cc1,-2.2,-1.3,7.1,6.2,-1.0,1.3,-7.1,-1.3,-0.9,1.0
COc1ccc(NC(=O)N2CCc3ccccc32)cc1,11.4,0.4,4.0,-5.2,2.5,/,-4.0,-1.6,0.8,-0.5
COc1ccc(NC(=O)Cc2ccc(Cl)cc2)cc1S(=O)(=O)N1CCCCC1,-7.0,-0.1,-29.2,7.9,0.9,-6.3,29.2,-0.2,0.9,2.5
O=C1CC(NS(=O)(=O)c2cccnc2)CN1c1cccc(F)c1 (centres undefined),4.9,/,-7.1,-2.9,-1.1,-1.8,7.1,-0.1,-1.6,0.8
COc1ccc(CC(=O)N2CCN(c3ccccc3OC)CC2)cc1OC,7.2,-3.9,15.7,-5.2,0.6,-1.3,-15.7,0.5,2.8,2.4
Cn1c(=O)[nH]c(=O)c2c1nc(NCc1ccco1)n2CCCc1ccccc1,-2.5,-3.2,14.8&27.3,2.6&-7.4,/,-1.1,-14.8&-27.3,0.1,/,2.2
COc1cc2c(cc1OC)CN(Cc1cc(=O)oc3cc(C)c(C)cc13)CC2,8.2,-2.0,-8.9,-5.9,3.0,-4.8,8.9,-1.9,-0.9,3.4
CCCc1[nH]n(-c2ccc(F)cc2)c(=O)c1C=NCC1CCCO1 (centres undefined),0.1,/,-7.7,-5.9,-0.4,1.2,7.7,0.5,-0.6,0.8
COc1cc(CC(=O)OCC(=O)Nc2ccc(N3CCOCC3)cc2)cc(OC)c1OC,2.4,-9.7,-8.0,-2.7,1.5,0.2,8.0,1.0,0.8,0.3
COc1ccc(OC)c(CNC(=O)C2CCN(S(=O)(=O)N3CCCCC3)CC2)c1,-15.1,/,5.3,-2.1,1.5,2.2,-5.3,-0.5,-2.6,1.8
CC(C(=O)N1CCc2ccccc2C1)N(c1ccccc1)S(C)(=O)=O (centres undefined),-4.3,-2.3,27.0,0.8,-0.2,0.3,-27.0,/,-0.9,1.0
C/C(=N\NC(=O)c1ccccc1)c1ccc(-n2ccnc2)cc1,7.8,-2.6,-1.6,1.2,-1.1,-1.5,1.6,-1.5,-0.3,1.2
CC1=C(C(=O)Nc2ccccc2)C(c2cc(CN3CCOCC3)cs2)C2=C(CCCC2=O)N1 (centres undefined),-5.2,-0.6,21.8,2.4,0.3,-0.6,-21.8,0.9,-1.2,3.0

# Single records, from the list above. Order of screens: MITF act	CAL PDZ FP-1	SR-BI uptake up	Tat export inh	AddAB inh	Wnt bcat act	SR-BI HDL uptake	CAL PDZ FP-2	E coli growth	phage Ecoli inh
# `Clc1ccc(-c2nc3ncccn3c2Cl)cc1` is listed with 9.6	2.3	1.8	6.0	1.5	/	-1.8	-3.4	-1.2	/
# `O=C(CSc1n[nH]c(-c2cccs2)n1)N1CCCc2ccccc21` is listed with 3.6	/	11.9	-1.7	1.4	/	-11.9	-0.4	0.3	0.2
# `COc1ccc(NC(=O)Cc2ccc(Cl)cc2)cc1S(=O)(=O)N1CCCCC1` is listed with -7.0	-0.1	-29.2	7.9	0.9	-6.3	29.2	-0.2	0.9	2.5

# Going on with the list.
SMILES,MITF act,CAL PDZ FP-1,SR-BI uptake up,Tat export inh,AddAB inh,Wnt bcat act,SR-BI HDL uptake,CAL PDZ FP-2,E coli growth,phage Ecoli inh
O=C(NCc1ccccn1)C1CCCN(S(=O)(=O)c2cccc3nsnc23)C1 (centres undefined),-2.9,1.2,-6.1,-6.0,2.9,-1.5,6.1,-5.7,1.4,5.1
CCc1ccc(NC(=O)C(C)OC(=O)C2CCN(c3ccc(C(F)(F)F)cn3)CC2)cc1 (centres undefined),7.1,1.4,2.3,1.3,-1.5,0.5,-2.3,-3.1,-1.2,2.0
CCC(=O)N(Cc1ccco1)Cc1cc2cccc(C)c2n2nnnc12,-1.5,-2.8,-6.3,2.9,0.9,46.2*,6.3,-1.8,2.8,1.3
O=C1CSC(=S)N1c1ccc(O)cc1,/,-2.5,46.4,-14.4,1.0,-0.8,-46.4,-0.6,-0.3,2.2
Cc1cc(NC(=O)c2cc(-c3ccccc3Cl)nc3ccccc23)no1,-7.9,-19.3,-43.0,8.8,-1.5,-1.1,43.0,-2.6,-0.1,0.5
CC(C)C(NC(=O)c1ccccc1)C(=O)NCC(c1ccccc1)N(C)C (centres undefined),39.3,0.4,20.0,4.0,1.1,-3.6,-20.0,-3.0,-2.1,1.9
COc1ccc(C(=O)Nc2ccccc2-c2ccccc2)cc1Cl,5.0,-3.4,-36.0,-4.5,2.4,/,36.0,-1.0,2.0,3.4

# Screens as filed in PubChem BioAssay.
